Screening results as filed in PubChem.
C2C12 statin = suppressors of statin myotoxicity in C2C12 myotubes, primary screen, cell-based, single point, plate reader | C2C12 myotubes + simvastatin, ATP luminescence, 48 h; scaled: DMSO 0, geranylgeraniol control 100 | rescue of ATP level, % at 7.49 µM | 0.78% of 330,000 active | AID 602340, 2012;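 active means mean ATP rescue above about 67%, or every replicate alone reaching that limit, limit read from the data, passing the limit was not always enough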;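 further: myotubes were challenged with 10 µM simvastatin during compound exposure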
LGR2 antag = inhibitors of bursicon-induced LGR2 CRE-luciferase signal, primary screen, cell-based, HEK293, CRE-luciferase reporter, bursicon stimulation; inhibition, % at 9.99 µM; bursicon-stimulated, 4 h; 0.35% of 380,000 active; Drosophila bursicon receptor LGR2 (rickets); AID 720647, 2013;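 active means drop in luminescence signal, shown as inhibition above about 50% in the replicate tests, limit read from the data, passing the limit was not always enough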;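 further: agonist challenge used bursicon conditioned medium at about half maximal strength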
Cneo AK release = Cryptococcus neoformans cell lysis inducers, primary screen, AK release luminescence, single concentration; C. neoformans lysis, adenylate kinase release luminescence, 4 h; normalised: neutral wells 0, clomiphene wells 100; lysis activity, % at 15 µM; 0.2% of 360,000 active; AID 651654, 2012;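 active means mean lysis activity across replicates of at least 80%, whatever share of replicates individually reach that level; inactive means mean lysis activity below 80%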
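Test system: log-phase Cryptococcus neoformans yeast cells; Quantity: yeast cell density of 5 × 10^6 cells/mL; Buffer or medium: YPD; Doses: single compound concentration per well; Timing: 4 h at 37 °C static, read 1 h later; Measured by: AK luminescence; Read-out basis: lysis from increased AK signal; Control set: Clomiphene as positive control.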
INS-1E GSIS act = GLuc luminescence reporter in INS-1E cells, primary screen for activators of glucose-dependent secretion of insulin; 0.61% of 370,000 active; INS-1E GLuc reporter insulin secretion, 2-3 h; activation, % at 16.6 µM; AID 743287, 2014;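 active means lowest replicate activation of at least 40%, so every replicate reaches that level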;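 further: 0% = median of neutral control wells and 100% = median of IBMX positive control wells; some compounds called inactive have numbers as strong as hits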
PGC1a acetyl inh = inhibitors of PGC1a acetylation signal, primary screen, cell-based, U2OS, AlphaScreen, inhibitor mode. AID 651687, 2012. AlphaScreen anti-acetyl-lysine; with virally co-expressed GCN5 acetyltransferase. 0.17% of 350,000 active. inhibition, % at 15.6 µM;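 active means every replicate shows inhibition of at least 40%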;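 further: 0% = neutral control wells and 100% = positive control wells; some results beyond the cut were filed as inactive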
ARNT TACC3 PPI = disruptors of ARNT/TACC3 protein interaction, primary screen, biochemical, AlphaScreen, single concentration; Transforming acidic coiled-coil-containing protein 3 (Homo sapiens), Q9Y6A5; AlphaScreen His-ARNT PAS-B/GST-TACC3 binding, luminescence; TACC3 fragment carries E629A point mutation; inhibition, % at 9.99 µM; 0.66% of 390,000 active; AID 623870, 2012;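 active means mean inhibition of replicates at least 50% and at least half of replicates each reaching 50%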;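 further: 0% = complete ARNT plus TACC3 wells and 100% = ARNT alone without TACC3; many hits fall short of the cut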
PglD DTNB = C. jejuni PglD acetyltransferase inhibitors, primary screen, biochemical, DTNB colorimetric, single point | 0.098% of 360,000 active | inhibition, % at 12.5 µM | UDP-N-acetylbacillosamine N-acetyltransferase PglD (Campylobacter jejuni) | purified PglD enzyme, DTNB colorimetric CoA detection; in the data active means inhibition above about 16%, passing the limit was not always enough; further: strong numbers were not always called active
PAX8 reporter = inhibitors of PAX8-driven TPO luciferase reporter, primary screen, RMG-I cells, single concentration; SteadyGlo, 24 h; inhibition, % at 12.6 µM; 1.2% of 360,000 active; AID 652154, 2013;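 active means mean replicate inhibition at least 60% with every replicate also reaching 60%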;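 further: luciferase light reporting Pax8 driven TPO promoter activity; plate controls were median of neutral control wells for no effect and mitoxantrone controls for full effect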
An asterisk follows results filed as active; . = no result given; & = joins results of further samples.

The opening 2 entries (preview)
SMILES | C2C12 statin | LGR2 antag | Cneo AK release | INS-1E GSIS act | PGC1a acetyl inh | ARNT TACC3 PPI | PglD DTNB | PAX8 reporter
Cc1ccccc1C(=O)Nc1cc(-c2cc(C(C)(C)C)oc2C)nn1C | . | 5.8 | . | -18.6 | . | -2.2 | . | 7.2
NS(=O)(=O)c1cccc(NC(=O)C2CC(=O)N(Cc3ccco3)C2)c1 (stereo unspecified) | . | 2.3 | -0.9 | 8.3 | -0.3 | -2.4 | 2.2 | 10.5

All compounds of this part, repeating the preview:
SMILES | C2C12 statin | LGR2 antag | Cneo AK release | INS-1E GSIS act | PGC1a acetyl inh | ARNT TACC3 PPI | PglD DTNB | PAX8 reporter
Cc1ccccc1C(=O)Nc1cc(-c2cc(C(C)(C)C)oc2C)nn1C | . | 5.8 | . | -18.6 | . | -2.2 | . | 7.2
NS(=O)(=O)c1cccc(NC(=O)C2CC(=O)N(Cc3ccco3)C2)c1 (stereo unspecified) | . | 2.3 | -0.9 | 8.3 | -0.3 | -2.4 | 2.2 | 10.5
CCN(CC)S(=O)(=O)c1cc(NC(=O)COC(=O)c2c(C)noc2C)ccc1C | -1.5 | 5.1 | . | -13.6 | -13.4 | . | . | 17.5
CNC(=O)Nc1nnc(C(C)(C)C)s1 | -10.3 | . | -2.1 | . | -8.8 | -2.2 | -1.5 | -9.2
CC(C)CCN1CCNC(=O)C1CC(=O)NCCCN1CCOCC1 (stereo unspecified) | 6.8 | 2.9 | -1.7 | 35.9 | 4.6 | 2.7 | -0.2 | 14.3
O=c1[nH]c(NCCCO)nc2c1C1(CCCC1)Cc1ccccc1-2 | -14.8 | 5.1 | -2.3 | -13.9 | 1.4 | -1.0 | -1.2 | .
Cn1c(SCC(=O)c2ccccc2)nc2cccnc21 | -6.3 | . | 4.2 | . | -0.9 | -5.1 | 3.2 | .
COCC(=O)N(C)C[C@@H]1Oc2cc(C#CC(C)C)ccc2S(=O)(=O)N([C@H](C)CO)C[C@H]1C | 44.2 | -8.6 | 2.4 | 14.1 | 2.7 | -1.2 | -0.2 | -0.7
Cc1cc(C(=O)NC2CCCN(Cc3ccc(Cl)cc3)C2)n(C)n1 (stereo unspecified) | -0.7 | -2.2 | 0.6 | -6.1 | 0.3 | 6.7 | 2.8 | 3.7
Cc1cccc(C(C)C)c1NC(=O)COC(=O)CCN1C(=O)C2CC=CCC2C1=O (stereo unspecified) | 9.1 | 1.9 | -0.3 | -11.9 | 0.7 | -5.7 | 6.8 | 1.0
CC(C)(C)c1ccc(S(=O)(=O)N2CCCC2C(=O)NC2=NCCS2)cc1 (stereo unspecified) | -4.9 | . | -0.4 | . | -7.1 | 4.6 | 0.1 | .
O=C(Nc1ccccc1)N1C(=O)C2(OCCO2)c2ccccc21 | 14.2 | . | -0.8 | . | 11.4 | -1.2 | -5.1 | .
C[C@H](CO)N1C[C@H](C)[C@@H](CN(C)C(=O)C2CCC2)Oc2ncc(C#CCc3ccccc3)cc2C1=O | 2.7 | 1.2 | -3.4 | 29.9 | 0.3 | 7.8 | -2.6 | 34.9
COc1ccc(-c2coc3cc(OC4OC(CO)C(O)C(O)C4O)ccc3c2=O)cc1 (stereo unspecified) | -4.7 | 8.0 | -5.1 | 6.3 | -6.2 | 0.3 | -3.3 | -181.0
COc1cc2ccc(=O)oc2c(CC=C(C)C)c1OC | 3.1 | . | 4.0 | . | 7.7 | -0.8 | -0.6 | .
CCOc1ccc(Cn2ccnc2CCl)cc1[N+](=O)[O-] | -0.8 | . | 3.8 | . | . | -1.8 | -3.5 | .
C[C@H](CO)N1C[C@H](C)[C@H](CN(C)Cc2ccncc2)Oc2ncc(C#CCC3CCCC3)cc2C1=O | -3.3 | -12.3 | 9.4 | -9.4 | 10.4 | -5.1 | 0.8 | 13.2
CCc1noc(C)c1C(=O)NNC(=O)COc1ccccc1C | -1.6 | -2.1 | 0.4 | -5.1 | . | -3.9 | -4.8 | -9.7
C[C@@H]1CCCCO[C@H](CN(C)C(=O)c2ccncc2)[C@H](C)CN([C@@H](C)CO)C(=O)c2cc(NC(=O)NC3CCCCC3)ccc2O1 | . | -18.8 | 51.8 | 2.6 | 6.4 | 1.8 | 3.2 | 5.0
COc1ccc(OC)c(NC(=O)C(=O)N/N=C(\C)CC(=O)Nc2ccc(Cl)cn2)c1 | 0.2 | -14.6 | 5.6 | -1.5 | -12.4 | 2.1 | -2.2 | -3.2
Cc1cccc(C(=O)N(CC(=O)Nc2sc(C)c(C)c2C(N)=O)C2CCCC2)c1 | 0.1 | 2.1 | -4.3 | -20.6 | 8.4 | 10.8 | 4.7 | 1.5
Fc1ccc(Cn2c(SCc3ccc(F)c(F)c3)nnc2C(F)(F)F)cc1 | -5.7 | . | 1.3 | -15.6 | -9.8 | -0.6 | -5.6 | .
O=C(C[C@H]1C[C@@H]2c3cc(NC(=O)NC4CCCC4)ccc3O[C@@H]2[C@@H](CO)O1)NCc1ccccc1F | -2.5 | -1.0 | 49.9 | -4.4 | 2.8 | 31.3 | -5.0 | 9.8
COCCNC(C(=O)Nc1cc(Cl)cc(Cl)c1)c1ccccc1 (stereo unspecified) | 7.9 | . | -4.5 | . | -12.2 | 11.5 | -3.7 | 3.7
CCOC(=O)CSC1=NC(=O)/C(=C\c2ccc(Cl)cc2)S1 | -1.9 | . | -5.4 | -37.6 | 2.9 | 1.2 | -0.5 | -53.8
C#CCOCCOCCOCCNc1nc(N2CCN(C(=O)Cn3cc(CCCN=C(N)N)nn3)CC2)nc(N2CCN(C(=O)[C@H]([C@@H](C)CC)n3cc(CCC(=O)O)nn3)CC2)n1 | 10.0 | 1.7 | 2.4 | -3.4 | . | -2.4 | -5.8 | -6.6
CC1C=NC(S(=O)(=O)N2CC[C@H]3[C@@H](CO)N(C)c4ccc(-c5ccc(F)cc5)cc4[C@H]32)=N1 (stereo partly specified) | 2.3 | 18.9 | 7.6 | -13.3 | 1.3 | -7.2 | 3.8 | -20.1
CCc1c(C)c(C#N)c2[nH]c3ccccc3n2c1=S | . | -10.7 | . | 12.2 | 13.7 | 3.3 | . | 1.2
O=C(CC12CC3CC(CC(C3)C1)C2)NCC(c1ccc(F)cc1)N1CCOCC1 (stereo unspecified) | -6.7 | -8.6 | 3.8 | -31.0 | . | 0.0 | 0.4 | -2.6
C[C@@H]1CCCCO[C@H](CN(C)C(=O)CCCN(C)C)[C@@H](C)CN([C@@H](C)CO)C(=O)c2cc(NC(=O)CCC(F)(F)F)ccc2O1 | -6.4 | 0.3 | -2.8 | 14.1 | 32.5 | -5.9 | 0.9 | -9.4
CCCCNC(=O)c1onc(CSc2nc3ccccc3[nH]2)c1C(=O)NCCCC | 10.1 | 3.4 | 3.3 | -34.3 | . | -1.8 | -2.4 | 35.0
O=C(c1ccco1)n1nc(-c2cccnc2)nc1NCc1ccco1 | . | 0.0 | . | -4.3 | 0.1 | -1.1 | . | 2.0
CN(C(=O)C1CCCCC1)C1CCS(=O)(=O)C1 (stereo unspecified) | 19.6 | -33.4 | -1.2 | 12.1 | . | -8.6 | -0.9 | -3.2
CCN(CC)S(=O)(=O)c1cccc(NC(=O)CSc2nnc(N)s2)c1 | . | -10.2 | . | -12.0 | . | 0.5 | . | -23.1
Cc1cnc(C(=O)OCC(=O)c2c(N)n(CC(C)C)c(=O)n(C)c2=O)cn1 | . | -4.2 | . | -2.4 | 1.6 | 4.7 | . | -14.3
COc1ccc(-c2ccc(C3[C@H]4CNC[C@@H]3N4C(=O)Nc3cccc(OC)c3)cc2)cc1 (stereo partly specified) | . | -14.4&4.5 | . | 6.1&-27.8 | -3.7&1.4 | . | . | 0.3&-7.4
C/C(CC(=O)Nc1cc(C)ccn1)=N\NC(=O)c1ccncc1 | -0.8 | -3.7 | -1.3 | 10.3 | 6.7 | 9.5 | -7.4 | 1.2
O=C(Nc1cccc2ccccc12)N1CCc2ccccc2C1 | . | -9.1 | -2.5 | -2.8 | 1.6 | . | 2.6 | .
C[C@@H]1CN([C@H](C)CO)C(=O)c2c(c3ccccc3n2C)-c2ccccc2CO[C@@H]1CN(C)C(=O)c1cc(Cl)cc(Cl)c1 | . | 17.1 | . | -5.7 | -40.5 | . | . | 51.0
Cc1ccc(NC(=O)CCN2CCc3ccccc3C2)cc1 | 30.3 | . | -0.6 | . | 6.3 | -2.1 | 4.8 | .

A second format for some results above:
> COc1cc2ccc(=O)oc2c(CC=C(C)C)c1OC
  C2C12 statin = 3.1
  LGR2 antag = .
  Cneo AK release = 4.0
  INS-1E GSIS act = .
  PGC1a acetyl inh = 7.7
  ARNT TACC3 PPI = -0.8
  PglD DTNB = -0.6
  PAX8 reporter = .
> CCOc1ccc(Cn2ccnc2CCl)cc1[N+](=O)[O-]
  C2C12 statin = -0.8
  LGR2 antag = .
  Cneo AK release = 3.8
  INS-1E GSIS act = .
  PGC1a acetyl inh = .
  ARNT TACC3 PPI = -1.8
  PglD DTNB = -3.5
  PAX8 reporter = .

Next part.
SMILES | C2C12 statin | LGR2 antag | Cneo AK release | INS-1E GSIS act | PGC1a acetyl inh | ARNT TACC3 PPI | PglD DTNB | PAX8 reporter
Cc1ccc(S(=O)(=O)NCCCCCC(=O)Nc2ccccc2C)cc1 | -1.6 | 0.7 | 3.7 | . | -7.0 | 4.8 | 0.4 | 18.7
O=C(CCCc1ccccc1)Nc1ccccc1[N+](=O)[O-] | 0.9 | -64.7 | -4.2 | -10.3 | 19.3 | 7.4 | 2.6 | -76.2
Cc1ccccc1NC(=O)CCN1CCCCCC1 | 1.9 | . | -1.0 | . | 8.5 | -2.1 | -1.0 | 2.6
COc1ccc(C(=O)Nc2cccc(-c3nc4ncccc4o3)c2C)cc1OC | -4.1 | . | -7.8 | . | 3.3 | 0.9 | 2.6 | .
Cc1cccc(COc2ncnc3nc[nH]c23)c1 | 14.2 | -11.5 | . | -6.3 | -7.3 | -5.3 | . | -18.3
COCCc1ccc(OC2(C)CCN(Cc3cccc(OCOC)c3)C2)cc1 (stereo unspecified) | -5.2 | -25.5 | 3.6 | 0.0 | -27.1 | . | -0.9 | 2.9
CC1=C(C(=O)OCC2CCCO2)C(c2ccccc2)C2=C(CCCC2=O)N1 (stereo unspecified) | 2.1 | -9.4 | . | 14.5 | -8.4 | -0.1 | . | 4.9
CC(C)Oc1cccc(C(=O)NC(=S)Nc2ccc(Cl)c(C(=O)O)c2)c1 | 0.6 | . | 0.2 | . | -1.7 | -3.2 | -3.1 | -37.4
CC(C)Cc1ccc(CN2CC[C@@H](NC(=O)c3ccccc3)C2)cc1 | . | . | 2.9 | . | 0.4 | -3.3 | -1.1 | 13.4
C[C@H](CO)N1C[C@H](C)[C@@H](CN(C)C(=O)C2CCCCC2)Oc2ncc(C#Cc3cccc(F)c3)cc2C1=O | 21.2 | 12.5 | 5.9 | -19.5 | -13.7 | -3.3 | -0.6 | .
CCNC(=S)Nc1cccc(NC(=O)c2ccccc2O)c1 | 0.6 | . | -2.2 | . | . | -1.1 | -6.6 | -3.2
C[C@H]1CN([C@@H](C)CO)S(=O)(=O)c2ccc(-c3ccccc3F)cc2O[C@@H]1CN(C)C | 24.1 | 0.7 | 3.0 | 12.5 | 4.3 | 5.1 | 0.5 | 4.6
Cc1noc(C)c1S(=O)(=O)Nc1ccc2c(c1)C(=O)N([C@H](C)CO)C[C@H](C)[C@H](CN(C)S(=O)(=O)c1cn(C)cn1)O2 | -10.4 | 4.7 | 2.8 | 0.8 | 3.9 | . | 2.5 | -5.4
